From PubChem
CSN inh: inhibitors of human CSN-mediated cullin deneddylation. Purified CSN, SCF-Nedd8-OG deneddylation, fluorescence polarization. inhibition, % at 12.5 µM. 360,000 compounds, 0.38% hits. AID 651999;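 active = pattern-corrected inhibition above about 35%, with an unprinted fluorescence ratio check between 0.5 and 1.5, limit read from the data, passing the limit was not always enough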;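 also: 0% = enzyme with substrate and 100% = substrate without enzyme; some results filed as inactive read as strong as hits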
Target sequence (Q92905 whole entry, looked up, one chain of several): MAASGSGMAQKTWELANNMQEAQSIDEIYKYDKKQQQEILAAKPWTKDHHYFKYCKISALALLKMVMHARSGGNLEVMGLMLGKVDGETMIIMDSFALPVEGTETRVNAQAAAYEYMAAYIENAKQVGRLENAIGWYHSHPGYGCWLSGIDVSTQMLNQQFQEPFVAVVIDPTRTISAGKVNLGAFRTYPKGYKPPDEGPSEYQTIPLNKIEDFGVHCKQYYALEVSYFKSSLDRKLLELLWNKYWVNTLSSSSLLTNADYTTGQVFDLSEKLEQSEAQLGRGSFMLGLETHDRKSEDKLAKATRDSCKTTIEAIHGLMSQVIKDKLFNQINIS
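Test system: purified human Csn5 enzyme expressed in HEK293T cells. Amount: 0.24 nM enzyme. Reagent: SCFSkp2-Nedd8OG substrate at 10 nM final. Schedule: 90 min incubation of compound, enzyme and substrate at room temperature. Detection: fluorescence polarization. Read-out: % inhibition of substrate cleavage by Csn5.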
PABP1 MLLE inh: blocks PAM2 peptide binding to the PABP1 MLLE domain; GST-MLLE / FITC-PAM2 fluorescence polarization; inhibition, % at 20 µM; 360,000 compounds, 0.36% hits; in the data active = inhibition above about 35%, passing the limit was not always enough;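 also: plate controls were DMSO wells with GST-MLLE for no effect and wells lacking GST-MLLE protein for full effect; some results filed as inactive read as strong as hits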
Scp1 inh: blocks human Scp-1 phosphatase activity; Q9GZU7; Recombinant Scp1, phosphopeptide, malachite green phosphate absorbance; inhibition, % at 20 µM; 340,000 compounds, 0.88% hits; AID 493091;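 active = inhibition above about 50% at 20 µM, limit read from the data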;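 also: plate controls were DMSO wells with enzyme for no effect and wells lacking enzyme for full effect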
Target sequence (Q9GZU7 76-261 limits assumed): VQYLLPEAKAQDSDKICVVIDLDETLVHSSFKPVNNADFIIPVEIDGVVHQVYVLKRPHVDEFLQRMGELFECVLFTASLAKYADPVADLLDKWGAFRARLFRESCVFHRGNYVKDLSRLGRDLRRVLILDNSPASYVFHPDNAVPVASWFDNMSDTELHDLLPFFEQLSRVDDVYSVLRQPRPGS
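Test system – truncated SCP-1 phosphatase (76-261aa) · Reagent – Phosphorylated 17-residue peptide substrate · Incubation – 45 min room-temperature reaction, 5 min colour, 30 min stabiliser · Detection – colorimetric phosphate reagent with accelerator and stabiliser, absorbance at 630 nm · Measure – % inhibition at 20 µM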
NadD inh: inhibitors of Staphylococcus aureus NadD; purified NadD enzyme, colorimetric absorbance read-out; inhibition, % at 20 µM; 360,000 compounds, 0.78% hits; in the data active = inhibition above about 26%; also: some compounds past the cut are filed as inactive
STEP block: inhibitors of human striatal-enriched phosphatase STEP | P54829 | recombinant STEP, OMFP fluorogenic substrate, fluorescence | inhibition, % at 20 µM | 360,000 compounds, 0.25% hits;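 active = inhibition at 20 µM, scaled per plate between control wells, above about 37%, limit read from the data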;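 also: 0% = DMSO with enzyme and substrate and 100% = substrate only without enzyme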
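medium = Bis-Tris buffer pH 6.0, 2.5 mM DTT, 0.005% Tween 20 | test system = STEP (striatal-enriched tyrosine phosphatase) enzyme, cell-free | measure = normalized % inhibition | compound dosing = 20 µM, 1% DMSO | also added = 25 µM OMFP | schedule = reaction 20 min, ambient temperature | measured by = fluorescence read at 480 nm ex / 540 nm em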
DNMT1 block: DNMT1 (human) enzyme inhibition; AID 588458; P26358; inhibition (reported as % activation of signal), % at 10 µM; 360,000 compounds, 0.83% hits; DNMT1 molecular beacon, Hinp1I cleavage, fluorescence; in the data active = inhibition above about 50%
Tb MetRS inh: Trypanosoma brucei MetRS inhibition | purified T. brucei MetRS, ATP depletion, Kinase-Glo luminescence | inhibition, % at 11.9 µM | 360,000 compounds, 0.4% hits | AID 624268;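 active = inhibition above a per-plate cutoff of the control wells' mean inhibition plus 3 SD, cut at about 5.5% in these data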;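 also: 0% = DMSO wells median and 100% = median of wells with control inhibitor compound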
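System: purified T. brucei MetRS enzyme / Detection: Kinase-Glo luciferase luminescence reporting remaining unconsumed ATP / Medium: HEPES buffer with MgCl2, KCl, DTT, spermine, BSA, pyrophosphatase / Replication: singlicate, one well per compound / Evaluation: percent inhibition relative to median high and low control wells / Schedule: 2 h aminoacylation at 25 °C after 15 min preincubation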
Rpn11 block: Rpn11 (human) deubiquitinase inhibition; AID 588493; O00487; human 26S proteasome, Ub4-pepOG fluorescence polarization; 20S core pre-blocked with epoxomicin; calls only at 20 µM; 360,000 compounds, 0.59% hits;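 active = inhibition at 20 µM, scaled to each plate's controls, above about 33%, limit read from the data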
Target sequence (O00487 whole entry, looked up): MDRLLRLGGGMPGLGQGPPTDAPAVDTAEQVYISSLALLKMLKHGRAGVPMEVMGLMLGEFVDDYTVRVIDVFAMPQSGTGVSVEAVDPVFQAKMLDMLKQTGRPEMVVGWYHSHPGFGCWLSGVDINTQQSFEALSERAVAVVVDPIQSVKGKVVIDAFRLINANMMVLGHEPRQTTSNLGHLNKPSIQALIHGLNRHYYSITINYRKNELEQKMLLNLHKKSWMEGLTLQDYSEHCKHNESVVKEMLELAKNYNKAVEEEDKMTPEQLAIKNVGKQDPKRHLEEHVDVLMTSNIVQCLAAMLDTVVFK
LMPTP inh: LMPTP (human) inhibition. recombinant LMPTP-A, OMFP fluorogenic substrate, fluorescence intensity. inhibition, % at 20 µM. 360,000 compounds, 0.22% hits. AID 651560. P24666;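 active = compounds that cut the enzyme signal by at least half of the control window in the single-dose screen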;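 also: plate controls were DMSO wells with enzyme plus substrate for no effect and substrate without enzyme for full effect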
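Assay system: LMPTP-A enzyme. Input: 0.625 nM LMPTP-A final. Probe or stimulus: 400 µM OMFP. Compound dosing: single 20 µM dose. Schedule: 50 min dark incubation at room temperature. Detection: fluorescence intensity of OMFP turnover product. Read-out: percent inhibition versus substrate-only and uninhibited controls. Benchmarks: no-enzyme low control, uninhibited high control.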
SUMO1 PPI mod: SUMO1-SIM interaction modulation; P63165; SUMO1 binding to a labelled peptide, TR-FRET, 1 h; inhibition, % at 20 µM; 360,000 compounds, 0.33% hits; AID 602429; in the data active = inhibition above about 37%
Target sequence (P63165 whole entry, looked up): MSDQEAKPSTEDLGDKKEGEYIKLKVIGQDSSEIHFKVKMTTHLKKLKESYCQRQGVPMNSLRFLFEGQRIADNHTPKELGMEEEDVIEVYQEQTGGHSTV
An asterisk follows results filed as active; i = inactive; . = no result given. This is a random part of the collection; 3.6% or so of the library scored in one or more.

SMILES | CSN inh | PABP1 MLLE inh | Scp1 inh | NadD inh | STEP block | DNMT1 block | Tb MetRS inh | Rpn11 block | LMPTP inh | SUMO1 PPI mod
COc1ccc2c(c1)c(=O)oc1cc(O)ccc12 | 2 | -8 | -4 | -2 | -1 | 6 | 0.9 | i | 0.0 | 3
Cc1[nH]c2ccccc2c1C(=O)C(=O)N1CCN(C(=O)c2ccco2)CC1 | -1 | 10 | -17 | 1 | -1 | 1 | 6.4* | i | -0.7 | 2
O=C(CSc1nnc(COc2ccc(Cl)cc2)o1)N1c2ccccc2CCc2ccccc21 | 5 | -8 | -18 | -6 | 0 | -5 | -0.4 | i | 4.7 | 1
O=C1c2cccc3cccc(c23)C(=O)N1OS(=O)(=O)c1ccc(Br)cc1 | 5 | 0 | -5 | -1 | 2 | -1 | 0.0 | i | 1.3 | -27
O=C(Cc1ccc(O)cc1)NCCNC(=S)NCc1ccccc1 | -2 | -102 | 2 | 0 | -2 | 1 | 0.0 | i | -1.4 | 0
COc1ccccc1C/C(N)=N/O | -9 | 20 | -2 | -7 | 1 | 1 | -0.3 | i | -1.8 | -1
Cc1cc(CNC(=O)COc2ccccc2F)c2ccccc2n1 | 5 | 12 | 1 | 2 | -5 | -1 | -0.7 | i | -1.1 | -1
C=CCSC1=N/C(=C\c2ccsc2)C(=O)S1 | -3 | -15 | -3 | 9 | 0 | -1 | -0.3 | i | 0.5 | -4
Fc1cccc(NC(=S)Nc2cccnc2)c1 | 7 | 42* | -6 | 1 | 1 | 1 | -0.1 | i | -0.4 | -2
CC(C)(C)c1ccc2cccc(F)c2n1 | 1 | 4 | . | -3 | 1 | 1 | 0.1 | i | -0.2 | 2
CC(=O)c1cnc(Nc2ccc(C)cc2)s1 | -2 | -47 | -1 | 6 | -2 | -1 | -0.4 | i | -0.6 | -19
Cc1csc(C(=O)O)c1NC(=O)c1cccc([N+](=O)[O-])c1 | 1 | -11 | -9 | 1 | 1 | 2 | -0.4 | i | 1.2 | -13
CC(C)CNC(=O)CSc1nc2scc(-c3ccccc3)c2c(=O)[nH]1 | 2 | -73 | -8 | 9 | 3 | -10 | 0.0 | i | 0.1 | 13
Cc1cccc(NC(=O)CNC(=O)Cn2cc(C(F)(F)F)cc(Cl)c2=O)c1C | -7 | -11 | -7 | 2 | -1 | 1 | -0.2 | i | -1.2 | -1
CCC1(C(=O)OC)NC(c2ccco2)C2C(=O)N(c3ccc(C)cc3)C(=O)C21 (stereo not drawn) | 1 | 14 | -12 | 2 | 0 | 6 | 0.8 | i | -1.8 | 2

The last four records of the part before lead into the next.
SMILES | CSN inh | PABP1 MLLE inh | Scp1 inh | NadD inh | STEP block | DNMT1 block | Tb MetRS inh | Rpn11 block | LMPTP inh | SUMO1 PPI mod
Cc1csc(C(=O)O)c1NC(=O)c1cccc([N+](=O)[O-])c1 | 1 | -11 | -9 | 1 | 1 | 2 | -0.4 | i | 1.2 | -13
CC(C)CNC(=O)CSc1nc2scc(-c3ccccc3)c2c(=O)[nH]1 | 2 | -73 | -8 | 9 | 3 | -10 | 0.0 | i | 0.1 | 13
Cc1cccc(NC(=O)CNC(=O)Cn2cc(C(F)(F)F)cc(Cl)c2=O)c1C | -7 | -11 | -7 | 2 | -1 | 1 | -0.2 | i | -1.2 | -1
CCC1(C(=O)OC)NC(c2ccco2)C2C(=O)N(c3ccc(C)cc3)C(=O)C21 (stereo not drawn) | 1 | 14 | -12 | 2 | 0 | 6 | 0.8 | i | -1.8 | 2
O=C(c1cccc(Cl)c1)N1CCCC(C(=O)N2CCN(c3ccccc3)CC2)C1 (stereo not drawn) | 2 | -1 | -7 | -5 | 1 | 1 | -0.4 | i | 0.1 | 3
CCO[C@@H]1OC(C(=O)N2CCN(C)CC2)=C[C@H](C2CCCCC2)[C@H]1CCCO | -3 | -1 | 2 | 2 | 5 | 39 | 0.0 | i | -0.7 | 1
COc1ccc(CN2CC(C(=O)NCCCN3CCCCC3)CC2=O)cc1 (stereo not drawn) | 24 | 12 | -6 | 0 | 0 | 1 | 0.2 | i | -2.1 | -4
CCN(CC)CCNC(=O)c1c(O)c2c([nH]c1=O)CCCC2 | -2 | 10 | -12 | 2 | 0 | -3 | -0.6 | i | 0.6 | 2
C=CCN(C(=O)Nc1ccc(OC)cc1)c1nnc(-c2ccncc2)s1 | -2 | -1 | 0 | -2 | -2 | -4 | 0.3 | i | 0.2 | -2
Cc1ccc(OCC(=O)NCCc2nc3ccccc3[nH]2)c(C)c1 | -2 | 5 | -3 | 0 | -5 | -6 | 3.6 | i | -0.5 | -1
N#CC1=C(N)Oc2n[nH]c(-c3ccc(F)cc3)c2C1c1cccnc1 (stereo not drawn) | -2 | -5 | 3 | -1 | -2 | -12 | -0.7 | i | -0.6 | -4
COc1cccc(NC(=O)c2ccc3c(SCC(=O)O)c4c(nc3c2)CCCC4)c1 | -2 | 2 | 8 | 8 | 1 | 9 | -1.6 | i | 1.8 | -1
COc1ccccc1CNC(=O)c1cc(-c2ccccc2)nn1Cc1cc(C)no1 | -3 | 1 | -12 | -7 | 2 | -6 | 0.4 | i | 2.0 | 5
CC(C)N(C(=O)[C@H]1C[C@H](CC(=O)NC(C)(C)C)C(=O)N2CCc3c([nH]c4ccc(Cl)cc34)[C@]12C)C(C)C | 6 | -1 | -7 | -1 | 2 | -35 | -1.3 | i | 1.3 | 6
COC(=O)C1=C(C)N(CCc2ccccc2)C(=O)/C1=C\c1ccco1 | -1 | -7 | -14 | -4 | 3 | 0 | 0.0 | i | 2.1 | -1
CC1(C)CC(=O)CC2(C1)NCC(c1ccccc1Cl)c1c2[nH]c2ccccc12 (stereo not drawn) | 2 | -11 | 6 | 9 | 3 | 2 | -0.2 | i | 0.2 | -3
O=S1(=O)N[C@H](Cc2ccccc2)COc2cc(N3CCN(Cc4ccccc4F)CC3)ccc21 | -8 | . | . | 8 | . | . | -0.2 | . | 2.0 | 3
O=C(NCCCN1CCN(C2CCCCC2)CC1)Nc1ccccc1C(F)(F)F | 0 | -8 | 1 | -2 | -8 | 0 | 1.5 | i | -3.8 | 2
O=C(CCc1ccccc1)N1CCN(S(=O)(=O)c2cccs2)CC1 | 0 | -18 | 6 | -2 | 0 | 1 | 0.1 | i | -0.4 | 1
O=C(NNC(=O)c1ccccc1C(F)(F)F)c1csc(N2CCOCC2)n1 | 3 | -7 | -5 | -1 | -2 | 2 | 0.3 | i | -0.4 | -1
CCc1ccc(N(C(=O)c2csnn2)C(C(=O)NC(C)(C)C)c2cccnc2)cc1 (stereo not drawn) | -4 | 12 | -3 | 1 | -1 | 1 | -0.4 | i | -0.8 | 2
CCOc1ccc(C(=O)C(C)OC(=O)CN2C(=O)NC(C)(C)C2=O)cc1 (stereo not drawn) | 1 | 4 | -6 | -3 | 2 | 3 | -0.5 | i | -0.6 | -2
CN(C)S(=O)(=O)N1CCC(C(=O)O)(c2ccccc2)CC1 | 1 | 4 | -7 | -4 | -3 | -3 | -0.6 | i | -0.7 | 0
CCCCC1CCC(c2nc(-c3ccccn3)no2)CC1 (stereo not drawn) | -3 | -10 | 1 | 0 | 2 | 6 | 0.3 | i | 3.6 | -3
Cc1cnc(NC(=O)c2ccc(F)c(S(=O)(=O)N3CCOCC3)c2)s1 | 1 | -9 | -2 | 0 | -4 | 1 | -0.2 | i | 0.7 | -2
COC(=O)N1C(=O)[C@@](c2ccccc2)(C2CCCC2)N1C(=O)OC | -2 | 0 | -2 | -2 | -1 | -2 | -0.2 | i | -0.5 | 5
COc1ccc(CN2C(=O)C(CC(=O)NCCN3CCOCC3)CC(C(=O)N3CCCCCC3)=C2C)cc1 (stereo not drawn) | 5 | . | . | 2 | . | . | -0.9 | . | -3.1 | -3
COc1ccc2nc(NC(=O)C(NS(=O)(=O)c3cccs3)C(C)C)sc2c1 (stereo not drawn) | 2 | -9 | -7 | -5 | -1 | 6 | 0.2 | i | 0.5 | 1
COc1ccccc1/C=C/CN1CCC(Oc2ccc(C(=O)N3CCCC3)cc2)CC1 | 0 | -11 | -7 | 2 | 0 | 0 | -0.5 | i | -0.1 | -3
O=C(Nc1nnc([C@H]2C[C@H](O)[C@@H](CO)O2)s1)c1cccc(Cl)c1 | 4 | 12 | . | -1 | -1 | 4 | -0.3 | i | -1.9 | 26
CCC(C)[C@H](NC(=O)C1CC(=O)N(c2ccc(OC)cc2)C1)C(=O)NC1CCCC1 (stereo partly drawn) | -3 | 1 | -6 | 0 | -2 | 1 | 0.9 | i | -2.2 | 1
CN(CC(=O)Nc1cccc(S(=O)(=O)N2CCCCC2)c1)Cc1ccc(F)cc1 | 0 | 8 | -5 | -13 | 12 | -4 | -0.1 | i | -1.1 | 7
COc1cccc(-c2csc(NC(C)=O)n2)c1 | 3 | 30 | -5 | 7 | 0 | 1 | -0.9 | i | 1.1 | -3
CC(C)Oc1ccc(C(=O)NCC(=O)Nc2ccc3c(c2)CCC3)cc1 | -7 | 6 | -17 | -12 | 3 | 2 | -0.5 | i | -0.5 | 1
O=S(=O)(c1cccc(-c2nnc(SCc3ccc(Cl)cc3)o2)c1)N1CCCCC1 | 0 | -5 | -9 | -7 | 7 | -5 | 0.0 | i | 0.8 | 0
CC1CCCN(C(=O)c2cccc(S(=O)(=O)Nc3cc(C(F)(F)F)ccc3Cl)c2)C1 (stereo not drawn) | -15 | -7 | -2 | 9 | 0 | 0 | -0.6 | i | -0.9 | 12
CCOc1ccccc1NC(=S)N(Cc1cc2ccc(C)cc2[nH]c1=O)CC1CCCN1CC (stereo not drawn) | -2 | -12 | 1 | 9 | 4 | 1 | 1.2 | i | -0.8 | 0
CCS(=O)(=O)N1CCN(C(=O)c2cccs2)CC1 | 2 | 1 | -2 | -4 | -1 | 1 | -0.2 | i | -2.5 | -1
Nc1c(C(=O)c2ccc(Cl)cc2)oc2ccccc12 | -3 | 13 | -1 | 2 | 0 | 6 | -1.2 | i | 0.0 | -6
